# Screens (PubChem)
# A350 autofl – A350 region autofluorescence; Compound autofluorescence, 340/450 nm, Alexa 350 dye-equivalents; active compounds read high; max dye-equivalent concentration, M; 11% of 59,000 active; AID 590; in the data active = max dye-equivalent concentration above about 10 nM; inconclusive = mostly about 1.1 nM to 9.6 nM
# CRE-bla Fsk – CRE-bla signaling modulation under forskolin stimulation | 2.5% of 71,000 active | CHO CRE-bla reporter (cAMP response element driving beta-lactamase), forskolin EC10, beta-lactamase ratio | Potency, µM (titrated, usually from 38.2 µM), for inactives: top-dose activity change, negative = inhibition, most hits filed as activators | AID 662; active = well fitted activation curve with a large enough effect in the signal ratio, with a control signal flat, not every such curve was filed as active; inconclusive = small, poorly fitted or top-dose-only effect, or effect the other way, or a change in a side signal; the % refers to the signal ratio; also: potency is read from the fitted curve at half-maximal effect; % of control where 0% means no effect
#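 CRE-bla CHO cells stimulated with EC10 NKH 477 (water-soluble forskolin) and compound titrations, 3 h at 37C; beta-lactamase read with CCF4 after 2 h at room temperature. Activity from 460/530 nm emission ratio, AC50 values for positive or negative modulation.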
# BRCT PPI green – blocks human BRCA1 BRCT binding to phosphopeptide, green readout; P38398; BRCA1 BRCT-phosphopeptide binding, green fluorescence polarization; Potency, µM (highest dose often 76.9 µM), without a hit: at the top dose activity change, negative = inhibition, usual class: inhibitors; 0.05% of 75,000 active; AID 875;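 also: potency is read from the fitted curve at half-maximal effect; plate controls were peptide without protein for full effect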
# Target sequence (P38398 whole entry, looked up): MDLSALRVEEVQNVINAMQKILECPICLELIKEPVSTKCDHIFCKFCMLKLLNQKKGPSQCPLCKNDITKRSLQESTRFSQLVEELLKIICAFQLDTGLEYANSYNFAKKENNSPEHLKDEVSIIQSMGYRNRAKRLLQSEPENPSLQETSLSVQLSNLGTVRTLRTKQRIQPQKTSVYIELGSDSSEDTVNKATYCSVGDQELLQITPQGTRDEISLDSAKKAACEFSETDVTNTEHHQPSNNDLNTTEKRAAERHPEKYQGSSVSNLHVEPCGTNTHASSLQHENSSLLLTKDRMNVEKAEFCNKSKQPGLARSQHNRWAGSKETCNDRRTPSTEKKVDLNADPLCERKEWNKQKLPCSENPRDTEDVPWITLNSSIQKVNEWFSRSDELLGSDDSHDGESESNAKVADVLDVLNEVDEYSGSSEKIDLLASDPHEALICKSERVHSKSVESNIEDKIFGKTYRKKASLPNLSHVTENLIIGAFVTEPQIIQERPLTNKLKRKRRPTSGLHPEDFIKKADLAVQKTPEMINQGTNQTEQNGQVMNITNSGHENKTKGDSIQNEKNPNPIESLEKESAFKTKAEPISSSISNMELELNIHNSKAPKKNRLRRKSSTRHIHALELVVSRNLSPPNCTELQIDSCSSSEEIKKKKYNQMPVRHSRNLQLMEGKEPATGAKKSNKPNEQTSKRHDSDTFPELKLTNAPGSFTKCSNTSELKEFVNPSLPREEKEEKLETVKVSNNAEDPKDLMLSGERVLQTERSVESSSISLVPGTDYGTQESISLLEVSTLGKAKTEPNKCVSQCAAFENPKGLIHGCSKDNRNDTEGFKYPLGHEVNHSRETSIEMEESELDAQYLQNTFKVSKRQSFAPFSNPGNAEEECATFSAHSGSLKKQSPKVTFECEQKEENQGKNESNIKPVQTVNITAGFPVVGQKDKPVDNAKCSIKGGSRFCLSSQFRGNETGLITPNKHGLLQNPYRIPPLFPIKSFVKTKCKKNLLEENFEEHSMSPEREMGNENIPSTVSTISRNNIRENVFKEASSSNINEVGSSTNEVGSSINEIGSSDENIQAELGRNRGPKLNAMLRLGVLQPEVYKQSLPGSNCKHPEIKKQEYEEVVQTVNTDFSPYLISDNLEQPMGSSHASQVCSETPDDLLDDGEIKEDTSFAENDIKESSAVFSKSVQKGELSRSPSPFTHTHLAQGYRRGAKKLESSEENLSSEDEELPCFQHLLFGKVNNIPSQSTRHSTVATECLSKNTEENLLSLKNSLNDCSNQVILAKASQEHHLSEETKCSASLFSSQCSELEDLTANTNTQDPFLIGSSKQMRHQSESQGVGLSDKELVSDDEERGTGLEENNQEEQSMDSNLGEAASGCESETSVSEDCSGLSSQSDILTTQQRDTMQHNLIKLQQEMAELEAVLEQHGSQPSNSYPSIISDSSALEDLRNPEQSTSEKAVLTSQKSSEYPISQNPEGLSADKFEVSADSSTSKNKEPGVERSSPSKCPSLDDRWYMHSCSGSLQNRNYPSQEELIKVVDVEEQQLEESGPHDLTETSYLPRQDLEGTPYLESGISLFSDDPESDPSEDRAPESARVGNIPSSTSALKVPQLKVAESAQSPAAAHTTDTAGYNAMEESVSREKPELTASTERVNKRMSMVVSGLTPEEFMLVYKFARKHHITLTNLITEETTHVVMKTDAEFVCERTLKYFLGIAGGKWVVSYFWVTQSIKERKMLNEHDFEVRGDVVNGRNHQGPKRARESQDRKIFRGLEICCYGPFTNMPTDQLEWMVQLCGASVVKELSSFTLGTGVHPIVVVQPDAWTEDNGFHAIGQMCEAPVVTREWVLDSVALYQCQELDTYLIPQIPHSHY
#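 Compounds were incubated for 12 min at room temperature with a complex of 100 nM fluorescein-tagged pBACH1 decapeptide and 250 nM His-tagged BRCT protein. Buffer was phosphate pH 7.3 with EDTA, DTT and Tween 20. Disruption of binding lowers the polarization signal.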
# DNA Pol III inh – inhibitors of bacterial DNA polymerase III holoenzyme. reconstituted DNA polymerase III holoenzyme replication, biochemical. Potency, µM (series often up to 57.1 µM), for the others: top-dose activity change, negative = inhibition. 0.25% of 71,000 active; also: potency is read from the fitted curve at half-maximal effect; % is scaled to controls: 0 for no effect and ±100 for the full control effect
#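 Reconstituted *E. coli* holoenzyme (0.35 nM Pol III, 1 nM beta, 154 nM SSB, 2 nM primase) was preincubated with compound for 15 min at RT. Synthesis on 1.4 nM ssM13Gori ran 35 min, then was stopped with PicoGreen/EDTA and read as dsDNA fluorescence.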
# ALOX15 inhib – inhibitors of human 15-lipoxygenase (ALOX15); P16050; Potency, µM (highest dose often 57.1 µM), inactives show at the top dose activity change, negative = inhibition, hits mostly inhibitors; 1.4% of 74,000 active; purified 15hLO-1, xylenol orange hydroperoxide absorbance; AID 887; also: potency is read from the fitted curve at half-maximal effect; % is scaled to controls: 0 for no effect and ±100 for the full control effect; nearly all actives have a fitted effect of over 55% in size
#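 Purified human 15hLO-1 (40 nM final) in 25 mM Hepes pH 7.5, 0.01% Triton X-100 was preincubated with compound 15 min at room temperature, then reacted 6 min with 50 uM arachidonic acid; hydroperoxide detected by Fe-XO, 573/405 nm absorbance ratio.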
# HBB splicing – hemoglobin beta splicing modulation | 0.06% of 65,000 active | AID 925 | HBB splicing reporter cell assay, activation; EGFP reporter with mutant IVS2-654 intron; response scale: normalised to 500 nM splice-correcting PNA | Potency, µM (series often up to 46.1 µM), without a hit: top-dose activation, hits mostly activators; also: potency is read from the fitted curve at half-maximal effect; 0% is about no effect
#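 Compounds were applied for 2 days to HeLa EGFP-654 cells, 500/well in Optimem with 2% FCS. The reporter's EGFP is disrupted by mis-splicing of beta-globin intron IVS2-654. Readout: summed well GFP fluorescence from 488 nm laser scanning; reference was 500 nM antisense […] 654 PNA.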
# UbGFP stabilizer – proteasome inhibitors stabilizing ubiquitin-GFP reporter; Ubiquitin-GFP reporter cells, proteasome inhibition, GFP fluorescence; response scale: untreated = 0%, 10 µM MG-132 = 100%; Potency, µM (highest dose often 45.9 µM), without a hit: at the top dose activation (GFP accumulation), usual class: activators; 67,000 tested, under 10 active; AID 526; active = well fitted activation curve with a large enough effect, not every such curve was filed as active; inconclusive = small, poorly fitted or top-dose-only effect, or another doubt; inactive = no such curve, though single readings can be large or run the other way; also: potency is read from the fitted curve at half-maximal effect
#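 U2OS cells expressing ubiquitin(G76V)-GFP, seeded overnight in 0.5% FBS medium, then treated 4 hr at 37 C across 46 uM to 2.9 nM. GFP-positive cells counted by laser cytometry (488 ex/515 em); %activity scaled between basal and 10 uM MG-132.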
# GFP derepression – epigenetic modulators derepressing GFP locus in mouse cells | mouse C127i GFP locus derepression, cytometry, 30 h | Potency, µM (doses to about 46.1 µM), for the others: at the highest dose GFP derepression (activation) | 0.09% of 68,000 active; also: % of control where 0% means no effect
#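 Locus derepression in mouse mammary C127i cells whose integrated CMV-GFP reporter is normally silent; GFP expression after 30 h compound treatment was quantified by counting fluorescent cells.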
# 4-MU autofl – compounds fluorescent in 4-MU spectral region; max dye-equivalent concentration, M; compound autofluorescence, 340/450 nm, 4-MU equivalents; active compounds read high; 11% of 59,000 active; in the data active = max dye-equivalent concentration above about 10 nM; inconclusive = mostly about 1.1 nM to 9.6 nM
#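 Intrinsic fluorescence at 340/450 nm (ex/em) was read after 15 min at room temperature in pH 8.0, 100 mM Tris. Each compound concentration expressed as 4-MU-equivalent concentration from a six-point 4-MU standard series on each plate.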
# BRCT inh red – inhibitors of human BRCA1 BRCT-phosphoprotein interaction (red fluorophore). P38398. BRCT-phosphopeptide binding, red fluorescence polarization. Potency, µM (doses to about 76.9 µM), for inactives: at the highest dose activity change, negative = inhibition, usual class: inhibitors. 0.03% of 75,000 active; also: % is scaled to controls: 0 for no effect and ±100 for the full control effect
#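 Rhodamine-labelled pBACH1 10-mer (100 nM) bound to BRCT domain (100 nM) at pH 7.3; compounds incubated 12 min room temperature, polarization read. Free peptide defines full inhibition; unlabelled decapeptide titrated as control.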
# Hsp90 Hop PPI – changes Hsp90-Hop TPR2A binding signal, up or down; AID 595; 0.44% of 71,000 active; AlphaScreen TPR2A-His6 binding biotin-Hsp90 C-terminal peptide; Potency, µM (highest dose often 57 µM), without a hit: at the top dose activity change, negative = inhibition; active = well fitted curve in either direction with a large enough effect; inconclusive = small, poorly fitted or top-dose-only effect, or another doubt; also: potency is read from the fitted curve at half-maximal effect; % is scaled to controls: 0 for no effect and ±100 for the full control effect; many of its hits are not listed in these tables
# An asterisk follows results filed as active; i = inactive; ? = inconclusive; · = not tested or not shown; [ ] = dose if it differs, or a comment. Unless noted, calls follow the shape of the dose curve; as a rule, active = well fitted curve in the direction sought with a large enough effect; inconclusive = small, poorly fitted or top-dose-only effect, or another doubt; inactive = no such curve, though single readings can be large; an effect the other way counts as inactive or inconclusive.
SMILES,A350 autofl,CRE-bla Fsk,BRCT PPI green,DNA Pol III inh,ALOX15 inhib,HBB splicing,UbGFP stabilizer,GFP derepression,4-MU autofl,BRCT inh red,Hsp90 Hop PPI
COc1nc(OC)nc(N2CCC(C(=O)NCC3CCCCC3)CC2)n1,i,-7%,-0.6%,0%,-9%,-2.1%,0%,-4%,i,-0.2%,-1%
O=C(CCCn1c(=S)[nH]c2cc3c(cc2c1=O)OCO3)N1CCN(c2ccccc2F)CC1,i,-12%,-1.0%,-1%,-14%,1.0%[0.369 µM],-1%,0%,i,-1.5%,-4%
O=C(CNS(=O)(=O)c1cccc2nonc12)NCc1ccc(F)cc1,i,-8%,1.9%,-3%,0%,0.0%,0%,-1%,i,0.6%,-4%
CCCCCCNC(=O)C(C#N)c1nc2ccccc2nc1N1CCCC1 (configuration not stated),2.3e-08M*,?,9.7%,4%,2%,5.4%,1%,-1%,2e-08M*,1.3%,0%
O=C(O)c1ccc2c(c1)C(=O)N(Cc1ccccc1)C2=O,i,-7%,-1.9%,-6%,1%,-1.3%,-4%,0%,i,1.5%,-5%
COc1cccc(-c2cc(C(=O)Nn3cnnc3)c3ccccc3n2)c1,·,-12%,0.9%,0%,-3%,-1.0%,28%,0%,·,-2.4%,-4%
COc1cccc(-c2csc(N3CCN(C(=O)Nc4ccccc4OC)CC3)n2)c1,i,2%,4.9%,1%,-12%,-0.4%[57.5 µM],-1%,0%,i,-0.7%,-4%
COCCCNc1oc(-c2ccccc2F)nc1C#N,·,?,-3.5%,-4%,-1%,-1.1%,9%,·,·,0.1%,-3%[2.3 µM]
O=C(c1ccco1)N1CCN(c2ccc(S(=O)(=O)N3CCCC3)cc2)CC1,i,-1%,-0.8%,-6%,5%,0.0%[57.5 µM],2%,0%,i,0.3%,1%
Cc1ccc(Cn2ccc(NC(=O)c3cc(C(C)C)on3)n2)cc1,·,?,0.9%,-11%,-10%,-0.4%,0%,-7%,·,-1.4%,14%
O=C1Nc2ccc(S(=O)(=O)NCCC3=CCCCC3)c3cccc1c23,6.1e-08M*,?,-0.7%,-2%,-11%,-0.2%,1%,4%,5.5e-08M*,1.9%,3%
Cc1c(C)c(C)c(CC2(C)CSC2)c(CC2(C)CSC2)c1C,?,-7%[7.6 µM],-2.2%[15.4 µM],0%[11.4 µM],3%[11.4 µM],0.7%[9.22 µM],6%[9.17 µM],9%[9.22 µM],?,0.1%[15.4 µM],-3%[11 µM]
Cc1cc(C(F)F)n2nc(C(=O)Nc3ccccc3Br)nc2n1,?,-1%,0.0%,1%,1%,·,-4%,4%,?,-1.2%,-1%
Cc1oc(-c2ccccc2F)nc1CS(=O)(=O)CC(=O)N1CCc2ccccc21,·,0%,1.5%,5%,-1%,-0.2%,-6%,-2%,·,-0.4%,0%
COC(=O)c1ccccc1NC(=O)CN(c1ccccc1)S(=O)(=O)N(C)C,i,18%,0.0%,-1%,2%,-0.5%,1%,0%,i,0.5%,5%
c1ccc(-c2csc(N3CCN(c4ccccn4)CC3)n2)cc1,i,-9%,-1.5%,-5%,-7%,0.7%,-13%,0%,i,1.4%,2%
CC(=O)Nc1cc(OC(=O)c2ccco2)cc(OC(=O)c2ccco2)c1,·,?,0.6%,0%,-3%,-0.1%,-12%,0%,·,0.7%,0%
c1c2c(cc3sc(N4CCCCC4)nc13)OCO2,i,?,-4.5%,-5%,?,0.0%,-17%,-3%,i,-3.0%,-8%
O=C(Nc1ccccc1N1CCCC1)c1ccco1,i,-3%,1.1%,-5%,?,·,1%,1%,i,-0.2%,-2%
CC(C)(C)OC(=O)NCCc1nnc(SCc2ccccc2Cl)o1,i,-7%,-1.3%,-2%,5%,-2.3%[57.5 µM],8%,-2%,i,-1.9%,2%
CC(=O)c1cccc(NC(=O)CN(c2ccc(F)cc2)S(C)(=O)=O)c1,·,?,4.3%,-2%,-25%,-2.1%,-1%,2%,·,0.3%,-3%
CC(Nc1nc(N2CCCC2)nc2ccccc12)c1ccccc1 (configuration not stated),1.7e-07M*,-6%,28%,-19%,?,0.9%,15%,2%,1.5e-07M*,-1.2%,-5%
CN(C)c1ccc(-c2cncnc2NCc2cccs2)cc1,i,14%,-1.5%,0%,11%,0.3%,-4%,2%[9.22 µM],i,0.7%,-28%
COc1ccccc1N1CCN(C(=O)c2cc3c(-c4ccc(Cl)cc4)nn(C)c3s2)CC1,·,?,-0.7%,3%,-3%,-0.9%,6%,·,·,-0.3%,-4%[2.3 µM]
Nc1ccc(C2CCCc3nonc32)c2nonc12 (configuration not stated),·,?,7.5%,1%,7.9µM*,-0.6%[9.22 µM],-5%,2%,·,0.1%,?
O=c1c(-c2ccc(Cl)cc2)nc2cnc(N3CCOCC3)nc2n1Cc1ccc(F)cc1,?,6.3µM*,-1.5%,-10%,18%,-2.7%,3%,0%[9.22 µM],i,0.0%,-2%
O=C(Nc1cccc(F)c1)c1cccnc1N1CCOCC1,i,3%,-1.7%,-20%,3%,-0.7%,-1%,6%,i,0.3%,2%
Cc1cc(CNC(=O)Cc2c(F)cccc2Cl)nn1C,i,-2%,-0.4%,-3%,7%,0.0%,6%,-2%,i,1.4%,-1%
CS(=O)c1nc(-c2ccc(Br)cc2)cc(-c2ccccc2)c1C#N (configuration not stated),i,15%,-1.8%,-3%,-12%,0.1%,4%,3%,i,-1.1%,-2%
O=c1c2c3nc4ccccc4nc3n(-c3ccc4c(c3)OCCO4)c2ncn1CC1CCCO1 (configuration not stated),1.5e-08M*,19%,0.4%,-3%,-10%,4.8%[0.369 µM],-3%,6%,1.3e-08M*,0.8%,-4%
c1ccc(-c2nc(N3CCCCCC3)c3ccccc3n2)nc1,i,?,-2.0%,-14%,25%,-0.4%,-3%,2%,i,-0.4%,?
CSC(=NS(=O)(=O)c1ccc(C)cc1)SC,·,-13%,-0.6%,2%,-2%,0.5%,-3%,8%,·,0.5%,3%
COc1ccc(OCC(=O)Nc2cc(-c3nn4c(C)nnc4s3)ccc2C)cc1,·,-3%,-1.6%,-2%,4%,0.3%,6%,·,·,-3.1%,0%
CCOC(=O)CSC1=C(C#N)C(c2ccccc2Cl)C(C(=O)OC)C(=O)N1 (configuration not stated),·,-1%,-0.5%,4%,-7%,-4.1%,6%,0%,·,-0.3%,-2%
CC1=C(C(=O)N2CCOCC2)C(c2cc(C)cs2)NC(=O)N1 (configuration not stated),·,-4%,-0.9%,-3%,4%,-0.6%,-1%,0%,·,-2.2%,-4%
COCCn1c(=S)[nH]c2cc(C(=O)N3CCN(Cc4ccc5c(c4)OCO5)CC3)ccc2c1=O,i,?,-0.1%,-1%,-4%,-0.2%,-13%,0%,i,-0.6%,-6%
CCCCc1n[nH]c2c1C(=O)CC(C)(C)C2,i,?,-3.5%,1%,4%,5.1%[1.84 µM],19%,0%,i,-1.6%,0%
CC1(C)C2CCC1(CS(=O)(=O)NCc1ccc(C(=O)O)cc1)C(=O)C2 (configuration not stated),i,?,-1.5%,-4%,10%,-0.7%,-3%,-1%,i,-1.1%,-3%
COc1cccc(C(=O)Nc2c(C)n[nH]c2C)c1,i,1%,-1.1%,10%,6%,3.0%,-6%,0%,i,1.4%,-6%
CN(C)CC(C)(C)NS(=O)(=O)c1ccc(Cl)cc1,i,?,-0.5%,-6%,3%,-1.6%,-4%,1%,i,-0.8%,0%
c1cc2c3c(c1)c1c(n3CCNC2)CCCC1,·,?,-9.3%,-2%,?,·,-4%,-1%,·,-1.4%,-24%
O=C(c1cccc(F)c1)N1CCC2(CCCN(Cc3cc(C(F)(F)F)cc(C(F)(F)F)c3)C2)CC1,i,-8%,7.7%,5%,-2%,0.3%,-6%,-5%[9.22 µM],i,-1.6%,-6%
CN(Cc1ccccc1)C(=O)CCS(=O)(=O)c1ccc2c(c1)n(C)c(=O)c(=O)n2C,·,-4%,0.2%,-9%,-1%,1.1%,14%,·,·,0.9%,-4%[2.3 µM]
COc1ccc(CNC(=O)CN(c2cc(C)cc(C)c2)S(=O)(=O)c2c(C)noc2C)cc1,·,-2%,-1.7%,0%,-8%,-0.4%,-6%,-3%,·,0.2%,1%

# Rows are unselected; overall some 12% were active at least once.
